Ins promoter up – MIN6 insulin promoter up-regulation | MIN6 insulin promoter-GFP reporter, high-content imaging; active compounds read high | z-score at 5 µM | 0.3% of 190,000 active | AID 1625;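 active = z-score above 3 at 5 µM with at least 500 cells counted in the well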
b-catenin transl – modulators of beta-catenin nuclear translocation | HeLa beta-catenin nuclear translocation, immunofluorescence imaging | nuclear translocation activity, % at 5 µM | 0.3% of 190,000 active | AID 1665;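 active = nuclear translocation activity above 50% at 5 µM, with a well cell count of 50 or more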;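 note: per-cell ratio of nuclear to cytoplasmic median beta-catenin stain intensity; plate controls were DMSO negative control for no effect and GSK-3 inhibitor IX positive control for full effect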
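Signal – beta-catenin immunofluorescence imaging with DAPI · Test system – human HeLa cell line · Dosing – 5 µM primary single dose, 0.1% DMSO, 0.02–20 µM confirmation series · Measure – % activation, nuclear-to-cytoplasmic median beta-catenin signal ratio per cell · Incubation – 24 h compound exposure at 37°C, 5% CO2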
PMI inhibitors – MPI enzyme activity inhibition – biochemical, fluorescence intensity, coupled assay, primary screen (AID 1209); purified PMI enzyme, coupled fluorescence intensity; higher % means a stronger effect; one-dose inhibition, % at 20 µM; IC50 in µM for titrated hits; 0.42% of 190,000 active;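 note: plate controls were DMSO vehicle for no effect and wells lacking substrate for full effect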
Autophagy mod – modulators of autophagy; MEF GFP-LC3 puncta imaging; test concentration mostly 10 µM; 0.98% of 190,000 active; calls only at 10 µM (by protocol);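 active = percentage of spot-positive cells more than 3 SD above its plate mean, without a fluorescence outlier flag or 80% toxicity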;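 note: spot-positive cell cutoff set from DMSO-treated cells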
MT stabilize HCS – microtubule stabilizers in HeLa cells. 0.83% of 200,000 active. HeLa tubulin immunostaining HCS, 24 h; share of cells brighter than vehicle mean+2SD. % tubulin-high responders, % at 10 µM;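 active = plate Z-score above 3 for both tubulin-high and condensed-nucleus cell shares, with cell loss under 80%, at 10 µM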;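 note: anti alpha tubulin signal scored within the nucleus-defined area of each cell; some results filed as inactive read as strong as hits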
Hep lipid drop – modulators of hepatic lipid droplet formation. AML12 mouse hepatocytes, oleate lipid droplets, BODIPY imaging. inhibition, % at 6.5 µM. 0.4% of 240,000 active. AID 1656;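 active = lipid droplet intensity inhibited by at least 50%, with more than 500 cells counted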
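Assay system: AML12 hepatocytes (mouse); Probe or stimulus: oleic acid at 100 µM to induce lipid droplet formation; Dosing: compound at 6.5 µM only; Schedule: compound with oleate, overnight; Detection: fluorescence imaging, 20x objective, two fields per well; Measure: % inhibition of lipid droplet signal.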
PMI inhibition – MPI inhibition at elevated mannose 6-phosphate – biochemical, fluorescence intensity, high mannose 6-phosphate, primary screen (AID 1220); inhibition, % at 20 µM, or IC50 in µM where a hit was titrated; 0.66% of 190,000 active; recombinant PMI enzyme, coupled fluorescence intensity; higher % means a stronger effect
TNAP activation fold – stimulation of alkaline phosphatase TNAP activity – biochemical, luminescent, no phosphate acceptor, uHTS, primary screen (AID 1001); purified TNAP, luminescent activation assay, no phosphate acceptor; higher activation fold means a stronger effect; one-dose activation fold at 20 µM; EC50 in µM for titrated hits; 0.03% of 200,000 active; in the data active = activation fold from about 3, or a potency from the dose series; inactive = the rest, 99 in 100 with activation fold below about 1.6; note: many of its hits are not listed in these tables
T cell HTS – T cell immune modulators affecting CD8 T cell-vesicle binding | 2C CD8+ T cell-vesicle binding, flow cytometry; active compounds read low | 0.068% of 330,000 active | calls only at 7 µM;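 active = response, share of CD8 T cells binding vesicles, and their 90th percentile fluorescence all below set limits, cut at about 80% in these data, passing the limit was not always enough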
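incubation = binding step 1.5 h, 37 °C, antibody labelling 20 min, ice | test system = 2C mouse CD8+ T cells | read-out basis = percent CD8+ FL2 mean versus row control | controls = Peptide-free naked vesicles (low) and QL9 vesicles with 0.7% DMSO vehicle (high) | detection = flow cytometry of vesicle-bound cells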
Ins promoter up cell count – further read-out of Ins promoter up, marked with its call; cell count; measured here: cytotoxicity, nuclei count;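 total cells summed across four imaged fields per well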
Hep lipid drop cells 6.5 µM – further read-out of Hep lipid drop, marked with its call; cell count; measured here: cell count, cytotoxicity flag;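 cells counted across two imaged fields per well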
b-catenin transl cell count 5 µM – also measured in b-catenin transl; calls as there; cell count; measured here: cell count, cytotoxicity flag
T cell HTS vesicle-bound % – also measured in T cell HTS; calls as there; double positive events, %; measured here: CD8+ vesicle-bound cell fraction;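 binding gate set so that unloaded-vesicle control wells show 10% double positive cells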
MT stabilize HCS Hoechst-high % – also measured in MT stabilize HCS; calls as there; % Hoechst-high responders; measured here: nuclear condensation Hoechst responders;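 share of cells brighter than vehicle mean plus two SD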
MT stabilize HCS cytotoxicity % – also measured in MT stabilize HCS; calls as there; toxicity, %; measured here: cytotoxicity by cell density;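 0% = mean cell density of plate MIN control wells and 100% = no cells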
Autophagy mod cell loss 18 h – further read-out of Autophagy mod, marked with its call; toxicity, %; measured here: cell loss, nuclei count;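 cell loss after 18 h compound exposure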
Starred values were filed as active, the others as inactive; i = inactive; · = not tested or not shown; + = active, no number. Cut-off read from the data, not from the text of the source, unless noted: active = inhibition above about 50%; inactive = the rest. No enrichment for hits. Share with any hit: about 2.9%.

SMILES | Ins promoter up | Ins promoter up cell count | b-catenin transl | b-catenin transl cell count 5 µM | PMI inhibitors | Autophagy mod | Autophagy mod cell loss 18 h | MT stabilize HCS | MT stabilize HCS Hoechst-high % | MT stabilize HCS cytotoxicity % | Hep lipid drop | Hep lipid drop cells 6.5 µM | PMI inhibition | TNAP activation fold | T cell HTS | T cell HTS vesicle-bound %
Cn1ncc(Cl)c1C(=O)NCc1cc(C(C)(C)C)n[nH]1 | -0.29 | 1157 | -0.3 | 1013 | 2% | i | 3 | 2.5 | 3.0 | 1.9 | 19 | 620 | 14% | 1 | i | 42
CCCn1c(=N)n(CCOc2ccc(OC)cc2)c2ccccc21 | -4.8 | 1113 | -0.8 | 1069 | 14% | i | 8 | 1.4 | 1.3 | 9.9 | -8 | 718 | 11% | 1.1 | i | 26
O=S(=O)(O)c1nc2ccccc2n1CCOc1ccccc1 | -0.58 | 1251 | -1.8 | 750 | -5% | i | -8 | 5.8 | 1.8 | 5.5 | · | · | -7% | 1.1 | i | 48
O=C(CSc1nnc(-c2ccco2)n1-c1ccccc1)NCCc1ccccc1 | 0.22 | 1287 | -3.7 | 1063 | -11% | i | 14 | 3.5 | 2.3 | 9.5 | · | · | -3% | 1.1 | i | 5
Cc1ccc(C(=O)COC(=O)c2cccc(N3C(=O)c4c(C)nc5ccccc5c4C3=O)c2)cc1C | 0.2 | 1521 | -1.6 | 1126 | 11% | i | 19 | 6.0 | 1.9 | 8.9 | -29 | 542 | 5% | 1.1 | i | 14
CN(c1ccc(C(=O)NCc2ccccn2)cc1)S(C)(=O)=O | 1.3 | 1284 | 1.0 | 1372 | 7% | i | -4 | 2.8 | 1.6 | 2.3 | · | · | 10% | 1 | i | 11
Cc1ccc(S(=O)(=O)c2nc(S(=O)(=O)c3ccc(C)cc3)c(NCc3ccco3)s2)cc1 | 0.06 | 1443 | 2.3 | 1389 | 2% | i | 6 | 2.5 | 1.3 | 5.2 | · | · | 11% | 1 | i | 11
O=c1nc(Nc2cccc(Cl)c2)oc2cc(Cl)oc(=O)c12 | 0.07 | 1311 | -3.0 | 1132 | · | · | · | · | · | · | 16 | 744 | · | · | i | 59
CC(=O)Cc1nsc(NC(=O)c2csc3c2CCCC3)n1 | -0.85 | 1289 | -0.4 | 1068 | 9% | i | -8 | 3.6 | 1.7 | 6.5 | -2 | 765 | 2% | 1.1 | i | 5
CCc1nnc(NC(=O)Cc2ccc(OC)cc2)s1 | 0.57 | 866 | 1.6 | 998 | 3% | i | 1 | 3.0 | 2.0 | 4.7 | -21 | 763 | -4% | 1.1 | i | 34
CO/N=C/CC(=O)Nc1ccc(F)cc1F | 0.58 | 1740 | 0.3 | 1382 | -16% | i | 6 | 0.6 | 1.3 | 3.3 | · | · | -5% | 1 | i | 25
CC1CC(=O)NN1C(=O)c1ccccc1 (stereo not given) | -0.37 | 1353 | -3.2 | 1233 | · | · | · | · | · | · | -9 | 629 | · | · | i | 58
c1ccc(-c2cnc(SCCN3CCOCC3)n2CC2CCCO2)cc1 (stereo not given) | · | · | 0.5 | 535 | 0% | i | -8 | 3.6 | 2.2 | 7.6 | -2 | 731 | -15% | 1.1 | i | 39
Cc1ccc2nc(-c3cccc(N)c3)[nH]c2c1 | · | · | -0.9 | 1248 | -4% | i | 4 | 1.4 | 1.8 | 4.3 | -13 | 740 | -3% | 1.1 | i | 27
CCN(C(=O)Cn1cnc2cc([N+](=O)[O-])ccc2c1=O)C1CCS(=O)(=O)C1 (stereo not given) | -0.12 | 1514 | -6.2 | 1130 | 1% | i | -3 | 3.8 | 2.3 | 4.2 | 28 | 673 | 9% | 1.1 | i | 29
O=C(c1ccco1)N1CCn2c1nc1ccccc12 | · | · | 6.3 | 542 | -7% | i | 4 | 2.2 | 0.3 | 55 | 0 | 721 | -13% | 1.1 | i | 53
COc1ccc(C(=O)/C=C/Nc2c(C)n(C)n(-c3ccccc3)c2=O)cc1OC | -0.36 | 1888 | -1.9 | 1150 | 7% | i | -17 | 3.7 | 2.6 | 7.6 | 24 | 649 | 7% | 1.1 | i | 9
Cc1nnc(SCC(=O)NC2CCCc3ccccc32)n1-c1ccccc1 (stereo not given) | -0.31 | 1285 | · | · | -3% | i | 1 | 4.1 | 2.7 | 1.0 | · | · | -6% | 1.1 | i | 43
Cc1cc(C=O)c(C)n1-c1ccc(N2CCOCC2)c([N+](=O)[O-])c1 | -0.44 | 1262 | 2.8 | 775 | 6% | i | 17 | 3.3 | 2.2 | 3.1 | 1 | 629 | 9% | 1 | i | 41
COc1ccc(CCCNC(=O)CC#N)cc1OC | -0.18 | 1318 | 3.5 | 1144 | -1% | i | 24 | 3.8 | 4.5 | 7.6 | · | · | 8% | 1 | i | 26
COC(=O)[C@@H]1C(c2c(OC)cc(OC)cc2OC)=NO[C@H]1C(=O)OC | -0.82 | 798 | -0.9 | 509 | 7% | i | -8 | 3.5 | 2.4 | 11 | 1 | 658 | 4% | 1.1 | i | 11
CCCc1cc(=O)c2ccc(OCC(C)=O)cc2o1 | 0.58 | 1144 | 0.4 | 1290 | · | · | · | · | · | · | 10 | 693 | · | · | i | 17
S=C(NCc1ccco1)Nc1cccc(Cl)c1Cl | -0.32 | 1098 | -0.7 | 1364 | · | · | · | · | · | · | 5 | 605 | · | · | i | 32
Cc1ccc(NC(=O)c2cc(-c3ccco3)nc3ccccc23)cc1S(=O)(=O)N1CCOCC1 | · | · | 0.3 | 1073 | -11% | i | 4 | 7.5 | 2.9 | 3.6 | 6 | 697 | -22% | 1 | i | 54
COc1ccc(-c2ccc(C#N)c(SCC(=O)Nc3sc4c(c3C#N)CCC4)n2)cc1OC | -0.48 | 812 | · | · | 1% | + | -1.0* | 8.3 | 1.9 | 6.0 | 10 | 742 | 1% | 1.2 | i | 24
Cc1cc(N2CCN(C)CC2)nc2ccc(NC(=S)N3CCOCC3)cc12 | -0.76 | 1313 | 0.2 | 1094 | 10% | i | 0 | 4.2 | 3.4 | 5.0 | 8 | 712 | 24% | 1.2 | i | 29
COc1ccc(CCNC(=O)c2cc(-c3ccccc3OC)on2)cc1OC | -1 | 1297 | -1.1 | 981 | 4% | i | 44 | 2.2 | 1.7 | 9.6 | · | · | 2% | 1.2 | i | 41
O=C(CSc1nc2c(c(=O)n1-c1ccc(Cl)cc1)SCC2)N1CCCC1 | -0.75 | 1294 | · | · | 1% | i | 26 | 3.6 | 2.1 | 6.9 | -4 | 730 | 3% | 1 | i | 22
CCOc1ccc(NC(=O)NC2CCOC(C)(C)C2)cc1 (stereo not given) | 0.09 | 1435 | -0.7 | 1437 | 2% | i | -4 | 2.3 | 1.7 | 11 | · | · | 12% | 1.1 | i | 4
COc1cccc(OC)c1C(=O)Nc1cccc(-c2nc3ccccc3[nH]2)c1 | 0.88 | 1710 | 2.5 | 890 | 9% | i | 6 | 3.7 | 1.8 | 9.9 | -5 | 753 | 19% | 1.2 | i | 52
CCOC(=O)CN(C(=O)CCC(=O)Nc1cc(C)on1)C(C(=O)NC1CCCC1)c1cccnc1 (stereo not given) | -0.66 | 1490 | -1.7 | 1396 | -3% | i | -4 | 2.3 | 1.9 | 7.8 | · | · | 4% | 1.1 | i | 36
Cc1ccc(COc2ccc(C)nc2[N+](=O)[O-])cc1 | -0.04 | 1360 | -1.0 | 1073 | · | · | · | · | · | · | -30 | 648 | · | · | i | 29
N#CC1=C(N)OC2=C(CC/C2=C\c2ccccc2)C1c1ccccc1 (stereo not given) | 2.3 | 1301 | 2.1 | 1144 | 23% | i | 4 | 3.3 | 1.6 | 2.7 | · | · | 30% | 0.9 | i | 13
COc1ccc(C2(CNC(C)=O)CCOCC2)cc1OC | -1.1 | 933 | · | · | 8% | i | 6 | 7.3 | 2.9 | 3.2 | · | · | 3% | 1.1 | i | 20
CCn1cc(C=O)c2cc(S(=O)(=O)N3CCOCC3)ccc21 | -0.61 | 1275 | -1.4 | 546 | 3% | i | 11 | 3.9 | 1.5 | 7.1 | 2 | 751 | 12% | 1.1 | i | 19
Cc1ccc2cc(C)c3nnc(SCC(=O)c4cccs4)n3c2c1C | 0.32 | 1510 | -1.3 | 1024 | -1% | i | -1 | 2.5 | 1.8 | 3.8 | -21 | 550 | -1% | 1.1 | i | 20

Reprinted at random: 4 records from the list, in no set order.
SMILES | Ins promoter up | Ins promoter up cell count | b-catenin transl | b-catenin transl cell count 5 µM | PMI inhibitors | Autophagy mod | Autophagy mod cell loss 18 h | MT stabilize HCS | MT stabilize HCS Hoechst-high % | MT stabilize HCS cytotoxicity % | Hep lipid drop | Hep lipid drop cells 6.5 µM | PMI inhibition | TNAP activation fold | T cell HTS | T cell HTS vesicle-bound %
N#CC1=C(N)OC2=C(CC/C2=C\c2ccccc2)C1c1ccccc1 (stereo not given) | 2.3 | 1301 | 2.1 | 1144 | 23% | i | 4 | 3.3 | 1.6 | 2.7 | · | · | 30% | 0.9 | i | 13
CO/N=C/CC(=O)Nc1ccc(F)cc1F | 0.58 | 1740 | 0.3 | 1382 | -16% | i | 6 | 0.6 | 1.3 | 3.3 | · | · | -5% | 1 | i | 25
COc1ccc(CCNC(=O)c2cc(-c3ccccc3OC)on2)cc1OC | -1 | 1297 | -1.1 | 981 | 4% | i | 44 | 2.2 | 1.7 | 9.6 | · | · | 2% | 1.2 | i | 41
Cc1ccc2cc(C)c3nnc(SCC(=O)c4cccs4)n3c2c1C | 0.32 | 1510 | -1.3 | 1024 | -1% | i | -1 | 2.5 | 1.8 | 3.8 | -21 | 550 | -1% | 1.1 | i | 20
